# 14-3-3g Raf = modulators of human 14-3-3 gamma - Raf peptide interaction; AID 422; FP, 14-3-3gamma / TMR-pS259-Raf peptide binding; inhibition, % at 40 µM; 160,000 tested, 0.19% active; in the data active = inhibition above about 30%;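 note: 0% = protein plus tracer without compound and 100% = blank with tracer alone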
# Target sequence (P61981 whole entry, looked up): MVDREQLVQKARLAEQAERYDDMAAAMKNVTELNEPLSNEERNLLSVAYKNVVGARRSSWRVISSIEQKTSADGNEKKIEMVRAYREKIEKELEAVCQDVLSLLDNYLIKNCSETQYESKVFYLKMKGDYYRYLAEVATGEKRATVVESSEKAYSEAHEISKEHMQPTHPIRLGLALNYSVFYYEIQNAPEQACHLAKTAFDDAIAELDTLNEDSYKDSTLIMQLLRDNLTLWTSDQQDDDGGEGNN
# The depositor's hits bear a star; & = joins results of further samples. The list is partial; the hit share may differ from the screen's.
Compound	14-3-3g Raf
CCCc1cc2c(=O)c(-c3cc4ccccc4o3)coc2cc1OC	-1.5
Cc1oc2ccc(OCC#N)cc2c1C(=O)OC(C)C	-4.5
O=C(CN1CCN(Cc2ccccc2)CC1)NCC1COc2ccccc2O1 (centres undefined)	2.6
CC(=O)Nc1ccccc1C(=O)C(=O)Nc1ccc(C(=O)NC2CCCCC2)cc1	-4.3
CCCCN(C)C(=O)C1CCN(Cc2ccccn2)CC1	-2.2
Cc1nnc2sc(-c3cccc(NC(=O)c4cccnc4)c3)nn12	0.8
Cc1ccc2cc(CN(Cc3cccs3)Cc3nnnn3C(C)(C)C)c3nnnn3c2c1	4.8
O=C1c2ccccc2C(=O)N1CCCCN1CCN(CCCCN2C(=O)c3ccccc3C2=O)CC1	-3.5
COc1ccc(CCNC(=O)C2CCCN(S(=O)(=O)N3CCCCCC3)C2)cc1OC (centres undefined)	-9.6
COc1cccc(N2CCN(C(=O)CCn3c(=O)[nH]c4cc(OC)c(OC)cc4c3=O)CC2)c1	8.7
Nc1nnc(SCC(=O)Nc2nccs2)s1	0.7
O=S(=O)(c1cccc2ccccc12)N1CCN(c2ccc(F)cc2)CC1	-3.9
CSC1=C(C#N)C(C)C2=C(CC(C)(C)CC2=O)N1 (centres undefined)	-3.0
C=CCN(C(=O)Nc1ccc(Cl)cc1)C1CC(=O)N(c2ccc(OC)cc2)C1=O (centres undefined)	-9.7
Cc1cccc2cc(CN(CCCO)C(=O)Nc3ccc(Cl)cc3)c(=O)[nH]c12	-0.5
COC(=O)C1=C(C)NC2=C(C(=O)c3ccccc32)C1c1ccc2c(c1)OCO2 (centres undefined)	-50.2
COc1cc(C(=O)Nc2cccc(-c3nncn3C)c2)cc(OC)c1OC	3.1
COc1ccc(C2C(C(=O)N3CCN(c4cccc(Cl)c4)CC3)CCC(=O)N2c2ccc3c(c2)OCO3)cc1 (centres undefined)	0.6
Cc1nnc(NC(=O)c2ccc([N+](=O)[O-])c(C)c2)s1	-0.7
CCCCC(=O)Nc1ccc(C(=O)N2CCCC(C(=O)OCC)C2)cc1 (centres undefined)	6.4
COc1cc(NS(=O)(=O)c2ccc(NC(=O)c3ccc(C)o3)cc2)nc(OC)n1	2.7
COc1ccc(Cl)cc1NC(=O)c1sc2nc(-c3ccc(OC)c(OC)c3)ccc2c1N	-27.0
CC(OC(=O)c1cccs1)C(=O)NCc1ccccc1 (centres undefined)	-4.3
c1ccc(Oc2cccc(CSc3nc4ccccc4o3)c2)cc1	5.3
COc1cc(C(=O)Nc2c3c(nn2-c2ccc(Cl)cc2)CSC3)c([N+](=O)[O-])cc1OC	-5.8
Cc1ccc2[nH]c(=O)c3cc(C(=O)N(C)Cc4ccco4)sc3c2c1	-10.0
Cc1ccc(C2C(C(=O)c3ccc(C)o3)=C(O)C(=O)N2Cc2cccnc2)cc1 (centres undefined)	4.9
O=C(CSc1nc2ccccc2c2nc(-c3cccc([N+](=O)[O-])c3)nn12)c1ccccc1	0.2
CCOC(=O)C1=C(C)NC2=C(C(=O)CC(c3ccc(Cl)cc3)C2)C1c1cc2c(cc1Br)OCO2 (centres undefined)	-1.4
COc1ccc(-n2c3c(cc(C(=O)Nc4cccc(F)c4)c2=O)C(=O)CCC3)cc1	-11.6
CCOC(=O)c1sc2nc(SCC#N)n(Cc3ccc(F)cc3)c(=O)c2c1C	-4.5
Cc1cc(NC(=O)c2noc3c2CCc2ccccc2-3)n(-c2ccccc2)n1	2.9
Cc1c(NC(=O)CCS(=O)(=O)c2nc(-c3cccs3)cc(C(F)(F)F)n2)c(=O)n(-c2ccccc2)n1C	-4.9
COc1ccc(S(=O)(=O)N2CCC(C(=O)N3CCc4ccccc4C3)CC2)cc1OC	-2.0
CC(=O)C1=C(O)C(=O)N(CCO)C1c1ccccc1F (centres undefined)	-0.5
Cc1ccc(C(=O)NCc2nnc(SCC(=O)Nc3sc4c(c3C#N)CCCC4)n2C)cc1	-2.2
Nc1sc2c(c1C(=O)Nc1cccc(Cl)c1)CCCCC2	-124.4
O=C(O)c1cn[nH]c1-n1cnnn1	-5.8
COc1ccc(C(=O)Nc2cccnc2)cc1OC	46.9*
COc1ccc(NC(=O)c2ccc(OC)cc2)cc1	-0.3
COc1ccc(Br)cc1NC(=O)c1coc(=O)c2ccccc12	-6.3
CC(=O)Nc1ccc(S(=O)(=O)N2CCCC(C)C2)cc1 (centres undefined)	0.5
COC(=O)c1ccc(N=C2SC(C(=O)Nc3cccc(Cl)c3)CC(=O)N2C)cc1 (centres undefined)	-10.0
O=C(c1cc(S(=O)(=O)N2CCCCC2)ccc1F)N1CCOCC1	0.1
CCc1nn2c(=O)cc(N3CCN(c4cc(C)nc5ccccc45)CC3)nc2s1	-4.6
CCN(CCCNc1ncnc2nc[nH]c12)c1cccc(C)c1	-6.7
O=C(c1cccs1)N(Cc1cccc(Cl)c1)C1CCS(=O)(=O)C1 (centres undefined)	0.4
O=C1C2CC=C(Cl)CC2C(=O)N1CC1Cc2ccccc2CO1 (centres undefined)	-7.2
CC(=O)c1cc2ccccc2oc1=O	-4.7
Cc1ccc(-c2c(C#N)c(N)n3c(nc4ccccc43)c2C#N)cc1	-123.3
COC(=O)C1=CN(C23CC4CC(CC(C4)C2)C3)C=C(C(=O)OC)C1c1ccc(OC(F)(F)F)cc1	6.3
CC(C)Cc1cc(-c2ccco2)c(C#N)c(N)n1	-4.7
O=C(Nc1ccc2oc(-c3ccccc3Br)nc2c1)c1cc([N+](=O)[O-])ccc1Cl	-15.2
Cc1ccc(C(C)C)c(OCCN)c1	-2.6
CCOC(=O)c1cc(C)n(Cc2ccccc2)c1C	3.2
O=C(Nc1cccc(Cl)c1Cl)C1CCN(c2ncccn2)CC1	-2.7
CCCCC1(CC(=O)OCC)C(=O)N(c2ccccc2)N(c2ccccc2)C1=O	0.4
O=C(CCn1cccc1)N1CCc2ccccc21	1.8
Nc1c(C(=O)Nc2nccs2)sc2nc(-c3ccccc3)cc(C(F)(F)F)c12	-8.4
CC(=O)N(c1ccccc1)C1CC(C)Nc2ccccc21 (centres undefined)	-2.4

# Other entries follow.
Compound	14-3-3g Raf
CS(=O)(=O)N1CCc2ccccc21	-11.9
Cc1cccc(-c2nc(CS(=O)CC(=O)N3CCN(C)CC3)c(C)o2)c1 (centres undefined)	-0.6
CCOC(=O)C(OC(=O)c1sc(=S)n(C)c1C)C(C)=O (centres undefined)	-2.5
O=C(CSc1nnc(-c2cnccn2)n1Cc1ccco1)c1ccccc1	-1.0
Cc1ccc2oc(=O)c(-c3nc(-c4cccc([N+](=O)[O-])c4)cs3)cc2c1	-7.2
Cc1ccc(C2OC(=O)c3ccccc32)cc1 (centres undefined)	0.4
Cc1ccc(S(=O)(=O)n2nc(C)c(Br)c2C)c(C)c1C	-3.6&-12.1
Cc1onc(-c2ccccc2Cl)c1C(=O)N1CCc2ccccc2C1	-1.1
COC(=O)c1cccc(N2C(=O)c3cccnc3C2=O)c1	-6.4
CCOC(=O)C(N)CSC1CCCCO1 (centres undefined)	6.0
C=CCC1Nc2ccccc2NC1CC=C (centres undefined)	-31.9
CC1CCC(NC(=O)c2ccc(CS(=O)(=O)c3ccc(Cl)cc3)o2)CC1 (centres undefined)	4.8
C=CCn1c(SCC(=O)N2CCCCC2)nc2sc3c(c2c1=O)CCC3	-8.4
CCN1CCn2c1nc(N1CCOCC1)nc2=O	-6.3
CCCC(=O)Oc1ccc2c(=O)c(Oc3cc(C)cc(C)c3)coc2c1	-6.4
COc1ccc(OC)c(NC(=O)CSCc2cnn(-c3ccccc3)c2-n2cccc2)c1	-2.0
COc1cccc(S(=O)(=O)NCc2ccc(C(=O)NCC3CCCO3)cc2)c1 (centres undefined)	3.0
O=C(CC1NCCNC1=O)Nc1ccc(Oc2ccccc2)cc1 (centres undefined)	5.0
CC1(C)CC(=O)C(CC2=C(O)CC(C)(C)CC2=O)C(=O)C1	15.0
O=S(=O)(c1ccc(N2CCCC2c2nc3ccccc3s2)nc1)N1CCOCC1 (centres undefined)	-4.5
Clc1ccc(-c2nc3ncccn3c2Nc2ccccc2)cc1	-2.8
Cc1ccc(-c2nc(=O)[nH]c3ccccc23)cc1	-10.2
CCc1ccccc1Nc1ccc(C(=O)O)cc1N	-11.9
CCOC(=O)c1ccc(CN(Cc2ccc(C)cc2)S(=O)(=O)c2cccc(Cl)c2)cc1	1.7
Cn1c(=O)c2cc(C(=O)O)sc2c2ccc(Cl)cc21	-6.3
Cc1cc(C)c(OCC(=O)N2N=C(C(F)(F)F)CC2(O)C(C)(C)C)c(C)c1 (centres undefined)	3.8
CN(C)c1ccc(C=CC2N(Cc3ccccc3)CCCN2Cc2ccccc2)cc1	-66.6
Cc1ccc2nc(-c3ccc(NC(=O)C(F)(F)F)cc3)sc2c1	-14.1
Cc1c(C(=O)NCCc2ccccc2)oc2ccc(S(=O)(=O)N3CCCC(C)C3)cc12 (centres undefined)	0.5
COc1cccc(/C(O)=C2/C(=O)C(=O)N(CCCN(C)C)C2c2cccc(Cl)c2)c1 (centres undefined)	-8.6

# Looked up above.
# Under 14-3-3g Raf, O=S(=O)(c1ccc(N2CCCC2c2nc3ccccc3s2)nc1)N1CCOCC1 (centres undefined) has -4.5
# Under 14-3-3g Raf, COc1cccc(/C(O)=C2/C(=O)C(=O)N(CCCN(C)C)C2c2cccc(Cl)c2)c1 (centres undefined) has -8.6
# Under 14-3-3g Raf, Clc1ccc(-c2nc3ncccn3c2Nc2ccccc2)cc1 has -2.8
# Under 14-3-3g Raf, COc1ccc(OC)c(NC(=O)CSCc2cnn(-c3ccccc3)c2-n2cccc2)c1 has -2.0

# (continued)
Compound	14-3-3g Raf
O=C(NCc1ccco1)c1ccc2c(c1)ncn2C1CCCC1	-30.4
O=C(O)CNC(=O)c1ccc2c(c1)OCCO2	-7.8
CCCOC(=O)COc1ccc2c3c(c(=O)oc2c1)CCCC3	1.4
CCOC(=O)c1c(NC(=O)CNC(C)(C)C)sc2c1CCCCC2	-5.7
O=c1oc2cc(OCc3cc4c(cc3Cl)OCO4)ccc2c2c1CCC2	-16.7
Cn1c(=O)c2c(nc(NCc3ccccc3)n2C)n(C)c1=O	-3.0
CCOc1ccc(NC(=O)C2CC(=O)N3CCCN=C3S2)cc1 (centres undefined)	-17.1
CCOC(=O)C1=C(C)NC(=O)C(C#N)C1c1ccco1 (centres undefined)	-0.8
CCC(=O)Nc1c(OC(=O)CC)ccc2c(C)cc(=O)oc12	-5.8
CC(=O)N1CCc2cc(S(=O)(=O)NC(C(=O)O)c3ccccc3)ccc21 (centres undefined)	-13.9
CCOC(=O)c1c(NC(=O)c2ccc(OC)c(OC)c2)sc(C)c1-c1ccccc1	-1.3
Cc1ccc(N=Cc2ccc(OC(=O)c3ccc([N+](=O)[O-])o3)cc2)cc1	-16.8
CCCCc1nc(SCC(=O)NC2CCCCC2)n[nH]1	-2.7
CCOc1ccc(-n2c(-c3ccc(Br)cc3)c[n+]3c2CCCCC3)cc1	-19.9
C=CCN1C(=O)CS/C1=N/c1nccs1	-2.8
COc1cc(OC)cc(C(=O)Nc2ccc3nc(N4CCC(C)CC4)cc(C)c3c2)c1	-18.8
CSc1ccc(/C=N/n2c(C)cc(C)cc2=O)cc1	-1.3
COc1ccc(C2CC(=O)C3=C(C2)Nc2ccccc2NC3c2coc3ccc(C)cc3c2=O)cc1OC (centres undefined)	2.5
C=CCn1c(SCCOc2ccccc2)nc2sc3c(c2c1=O)CCCC3	-7.2
CN(Cc1ccccc1)C(=O)CN1C(=O)CSc2ccc(S(=O)(=O)N(C)C3CCCCC3)cc21	-62.9
COc1ccc(OC)c(NC(=O)Cn2c(=O)n(-c3ccc(C)cc3)c(=O)c3cc(OC)c(OC)cc32)c1	-2.3
COCCOC(=O)c1c(C)oc2ccc(OC(=O)c3cccs3)cc12	-12.0
Cc1cccc(OCC(=O)N2CC3(C)CC2CC(C)(C)C3)c1C (centres undefined)	4.9
COc1cccc(N=C2SC(C(=O)Nc3ccc(F)cc3)CC(=O)N2C)c1 (centres undefined)	-3.7
Cc1cc(O)c(NC(=O)c2ccc(Br)o2)cc1C	1.0&-37.3
COC(=O)Nc1ccc(S(=O)(=O)N(CCO)CC(F)(F)C(F)F)cc1	-7.1
Cc1cc2cc(CCNS(=O)(=O)c3ccc([N+](=O)[O-])cc3)c(=O)[nH]c2cc1C	1.6
CCc1ccccc1NC(=O)CSc1cc(=O)n(C)c2ccccc12	-15.3
COC(=O)c1cc(NS(=O)(=O)c2cnc[nH]2)cc(C(=O)OC)c1	-1.8
N#Cc1cc2c(N)c(C(=O)Nc3ccccc3Oc3ccccc3)sc2nc1N	-41.6

# An excerpt taken from the entries so far:
Compound	14-3-3g Raf
COCCOC(=O)c1c(C)oc2ccc(OC(=O)c3cccs3)cc12	-12.0
Cc1cccc(OCC(=O)N2CC3(C)CC2CC(C)(C)C3)c1C (centres undefined)	4.9

# Continuation.
Compound	14-3-3g Raf
Cc1cccc(NC(=O)c2ccc(N3CC(C)CC(C)C3)c([N+](=O)[O-])c2)c1 (centres undefined)	-2.7
Cc1ccc(OCC(=O)N2CCN(C(=O)c3ccc(F)cc3)CC2)cc1	4.2
O=C(O)c1cc(-c2cccnc2)nc2ccc(S(=O)(=O)N3CCCCCC3)cc12	2.2
Nc1ccc(C=Cc2nc3ccccc3[nH]2)cc1	11.7
COc1ccc(CN2CCN(C(=O)c3cccs3)CC2)cc1	-0.4&-6.9
O=C(NC1CC1)C1CCN(c2nc3cc(Cl)ccc3s2)CC1	3.3
COc1ccc(C(=O)Nc2nc3ccccc3[nH]2)cc1OC	-4.0
COC(=O)C(C)Sc1nnc(Cc2cc(=O)[nH]c(=O)[nH]2)n1-c1cc(C)ccc1C (centres undefined)	-1.7
CN=C(N)NCCC[C@H](N)C(=O)O	-1.4
CCOC(=O)c1cc2c(=O)n3ccccc3nc2n(CCOC)c1=NC(=O)c1ccccc1F	-6.2
CCc1nc(NCCC(C)C)c(C#N)c2c1COC(C)(C)C2	-11.2
C=CCN1C(=O)c2ccccc2Sc2ccc(C(=O)NCCC)cc21	-7.7
CCC(Sc1nc2cc3c(cc2c(=O)n1Cc1ccc(OC)cc1)OCO3)C(=O)Nc1ccc(Cl)cc1 (centres undefined)	-9.5

# Bioassay records from PubChem BioAssay.
